High-throughput results (PubChem BioAssay)
LAP4 TOR yeast: modulators of LAP4-GFP expression in yeast, primary screen, S. cerevisiae, multiplex flow cytometry, MLPCN library. GFP response vs DMSO, % at 10 µM. AID 2023, 2009. 320,000 tested, 0.34% active. 3 h; median GFP as percent of DMSO wells;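 active = GFP response vs DMSO above a set limit, about the screen mean plus 3 SD, cut at about 150% in these data; inconclusive = under 70 cell events counted for the yeast strain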
MEP2-GFP yeast: modulators of MEP2-GFP levels in yeast, primary screen, S. cerevisiae, multiplex flow cytometry, MLPCN library. S. cerevisiae MEP2-GFP strain, 3 h; 100% = DMSO control level. GFP response vs DMSO, % at 10 µM. 330,000 tested, 0.51% active. AID 2016, 2009;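 active = GFP response versus DMSO above a set limit, roughly screen mean plus 3 SD, cut at about 180% in these data; inconclusive = fewer than 70 cells counted for a yeast strain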;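 note: median GFP fluorescence of the barcode-gated MEP2-GFP cells per well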
CIT2-GFP yeast: modulators of CIT2-GFP expression in yeast, primary screen, S. cerevisiae, GFP fusion, multiplex flow cytometry, MLPCN library | S. cerevisiae CIT2-GFP strain, 3 h; 100 means same as DMSO wells | GFP response vs DMSO, % at 10 µM | 320,000 tested, 0.065% active | AID 2029, 2009;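 active = GFP response relative to DMSO above a set limit, near the screen mean plus 3 SD, cut at about 150% in these data; inconclusive = Fewer than 70 cells measured for a yeast strain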;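 note: ratio of well median GFP fluorescence to mean of DMSO wells on the plate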
RPL19A-GFP yeast: RPL19A-GFP expression modulators in yeast, primary screen, cell-based, S. cerevisiae, multiplex flow cytometry, MLPCN; S. cerevisiae RPL19A-GFP strain, 3 h; hits give low values; 330,000 tested, 0.3% active; percent response vs DMSO, % at 10 µM; AID 2025, 2009;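 active = percent response vs DMSO below 50%; inconclusive = fewer than 70 events counted for the yeast strain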;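 note: median channel GFP fluorescence of the barcoded RPL19A-GFP strain; ratio of sample median GFP to plate DMSO average so 100% = DMSO; lower means less RPL19A-GFP as with rapamycin TOR inhibition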
AGP1 TOR yeast: modulators of AGP1-GFP expression in yeast TOR pathway, primary screen, cell-based, multiplex flow cytometry, S. cerevisiae, MLPCN library; GFP response vs DMSO, % at 10 µM; 320,000 tested, 0.02% active; AID 2066, 2009; 3 h; GFP as percent of DMSO wells;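 active = GFP response relative to DMSO above a set limit, near screen average plus 3 SD, cut at about 150% in these data; inconclusive = fewer than 70 cells counted for the yeast strain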;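 note: median GFP channel fluorescence of the gated AGP1 strain per well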
AHR act: AHR activators, primary screen, cell-based, luminescence, luciferase reporter, human; activation, % at 5 µM; 320,000 tested, 2.5% active; AHR-responsive luciferase reporter cells; Aryl hydrocarbon receptor (Homo sapiens), P35869; in the data active = activation above about 47%;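 note: 0% = vehicle wells and 100% = reference agonist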
proCasp3 act: activators of human procaspase-3 D3A mutant, primary screen, biochemical, absorbance, PC-3 D3A mutant, single concentration; Caspase-3 (Homo sapiens), P42574; recombinant procaspase-3 D3A, Ac-DEVD-pNA absorbance 405 nm; activation, % at 8.5 µM; 330,000 tested, 0.11% active;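 active = activation above the mean of all tested compounds plus 3 SD, cut at about 21% in these data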;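 note: 0% = DMSO alone and 100% = DMSO wells spiked with extra 5 µM PC-3 D3A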
Target sequence (P42574 whole entry D9A/D28A/D175A): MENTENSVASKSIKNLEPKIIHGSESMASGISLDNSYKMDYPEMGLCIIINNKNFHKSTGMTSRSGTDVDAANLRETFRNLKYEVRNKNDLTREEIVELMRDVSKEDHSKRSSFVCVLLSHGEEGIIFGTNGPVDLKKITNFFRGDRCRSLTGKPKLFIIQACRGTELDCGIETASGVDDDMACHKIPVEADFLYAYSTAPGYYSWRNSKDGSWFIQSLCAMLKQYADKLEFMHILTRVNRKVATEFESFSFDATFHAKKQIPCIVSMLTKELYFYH
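Evaluation: percent activation relative to control range; Material: Procaspase-3 D3A mutant, all three cleavage aspartates alanine; Compound: single dose, 8.5 µM nominal compound, 0.8% DMSO; Replication: one well per compound; Signal: absorbance at 405 nm, 0 and 120 min; Schedule: 1 h preincubation plus 2 h reaction at 25 °C.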
procasp7 counter: procaspase-7 activators, primary screen, counter-screen for procaspase-3 activator project, biochemical, absorbance, HTS, human; Caspase-7 (Homo sapiens), P55210; recombinant procaspase-7, Ac-DEVD-pNA absorbance 405 nm; D23A/D198A/D206A triple mutant, cannot self-cleave; scale: DMSO 0, 5 µM enzyme 100; activation, % at 8.5 µM; 330,000 tested, 0.093% active;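 active = percent activation above the screen-wide mean plus 3 SD, cut at about 25% in these data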
Target sequence (P55210 whole entry D23A/D198A/D206A): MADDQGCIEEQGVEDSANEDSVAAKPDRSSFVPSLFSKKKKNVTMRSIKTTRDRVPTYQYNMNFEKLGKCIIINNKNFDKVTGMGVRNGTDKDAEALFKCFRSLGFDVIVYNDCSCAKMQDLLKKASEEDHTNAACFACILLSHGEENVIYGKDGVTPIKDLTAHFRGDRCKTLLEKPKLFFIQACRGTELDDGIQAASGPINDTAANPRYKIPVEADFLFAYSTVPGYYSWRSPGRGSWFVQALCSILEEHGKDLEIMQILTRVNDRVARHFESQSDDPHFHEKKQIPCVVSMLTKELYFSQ
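Assay system: Uncleavable procaspase-7 mutant enzyme / Input: 2 µM procaspase-7 mutant as dispensed / Dosing: single nominal 8.5 µM compound dose, 0.8% DMSO final / Timing: 1 h enzyme–compound preincubation and 2 h substrate reaction, both 25 °C / Detection: p-Nitroaniline absorbance at 405 nm, read at 0 and 120 min / Replication: singlicate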
An asterisk follows results filed as active; u = inconclusive; [ ] = dose if it differs, or a comment.

SMILES | LAP4 TOR yeast | MEP2-GFP yeast | CIT2-GFP yeast | RPL19A-GFP yeast | AGP1 TOR yeast | AHR act | proCasp3 act | procasp7 counter
COc1ccc(OC)c(S(=O)(=O)N2CCC(C(=O)N3CCc4ccccc4C3)CC2)c1 | 87.9 | 94.6 | 87.9 | 92.0 | 87.1 | 0.9 | -3.4 | -1.4
O=C(CCc1ccccc1)NNC(=O)c1ccccc1Cl | 92.0 | 101.2 | 96.7 | 100.6 | 91.7 | 0.6 | -3.5 | 0.8
COc1ccc(CCNC(=O)COc2ccc(C)nc2[N+](=O)[O-])cc1 | u | u | u | u | u | -1.8 | 6.3 | 1.3
Cc1ccc(S(=O)(=O)N2CC=C(C(=O)NCc3ccc(F)cc3)CC2)cc1 | 97.8 | 99.7 | 104.3 | 101.3 | 105.0 | -1.7 | 6.2 | -13.5
CC1=CC(C)(C)N2C(=O)C(=Nc3ccc(O)cc3)c3cccc1c32 | 108.6 | 102.5 | 103.6 | 100.2 | 105.4 | 0.2 | -6.6 | -12.6
CCCN1CCN(c2ccc([N+](=O)[O-])cc2C#N)CC1 | u | u | 86.2 | 78.1 | u | -0.7 | 0.6 | -2.4
CCOC(=O)c1ccccc1NC(=O)CSc1nnnn1C1CCCCC1 | 92.1 | 93.0 | 64.7 | 111.5 | 74.0 | 1.5 | 3.3 | 3.4
O=C(OCC(=O)N1CCCC1=O)C1COc2ccccc2O1 (configuration not stated) | 90.4 | 94.0 | 91.9 | 95.6 | 92.8 | 3.9 | 2.4 | 4.1
Cc1ccc(N2C(=O)C3CCCN3C2=S)cc1C (configuration not stated) | 107.5 | 112.0 | 100.6 | 102.7 | 96.7 | 0.5 | 1.9 | -11.5
CCN(CC)CCNC(=O)c1ccc(CS(=O)(=O)c2ccc(Br)cc2)o1 | 102.0 | 109.1 | 97.8 | 99.1 | 106.3 | 7.0 | 1.6 | -20.1
CCOC(=O)c1ccc(NC(=O)NCCc2cnc[nH]2)cc1 | 103.5 | 98.8 | 101.8 | 100.0 | 98.2 | 6.5 | 5.0 | 6.2
Cc1sc2nc(CC(=O)NN)[nH]c(=O)c2c1C | 94.7 | 101.4 | 103.7 | 109.7 | 95.6 | 6.7 | -5.6 | -8.9
COC(=O)Cc1ccc(NC(=S)NC(C)(C)C)cc1 | 103.9 | 89.8 | 96.4 | 95.7 | 98.7 | 0.2 | -1.8 | 0.4
Cc1ccc(-n2cccc2C(=S)N=P(N(C)C)(N(C)C)N(C)C)cc1 | 104.9 | 107.1 | 100.6 | 101.1 | 106.1 | 0.3 | -12.6 | -20.0
Cc1conc1NC(c1cccs1)c1ccc2cccnc2c1O (configuration not stated) | u | 79.9[may fluoresce red and violet] | u | u | 83.5[may fluoresce red and violet] | -1.9 | 4.9 | 2.5
Cc1ccc(-n2c(SCC(=O)NCCC3=CCCCC3)nc3n[nH]c(C)c3c2=N)cc1Cl | 85.1 | 109.7 | 105.9 | 101.0 | 104.6 | 24.8 | -0.4 | 0.2
CCN(c1ccccc1)S(=O)(=O)c1ccc(Cl)c(NC(=O)COC(=O)c2ccc[n+]([O-])c2)c1 | 96.3 | 103.9 | 96.6 | 104.6 | 100.6 | -1.4 | -4.6 | -2.0
O=C(Nc1ccccc1)C1=C[C@H](c2ccc(C(F)(F)F)cc2)C[C@H](OCCCCO)O1 | 129.2 | 94.2 | 84.8 | 97.5 | 82.8 | 5.3 | -2.6 | -1.2
O=C(Nc1ccccc1C(=O)N1CCCC1)c1cccc(S(=O)(=O)N2CCCCC2)c1 | 97.7 | 103.7 | 98.5 | 93.4 | 97.0 | 0.2 | 7.1 | 0.0
COc1ccc(-c2nnc(SCC(=O)NC3CCCC3)n2C)cc1 | 95.1 | 99.9 | 103.3 | 99.2 | 92.7 | -1.1 | -4.8 | 2.6
Cc1cc(NC(=O)COc2cccc(C)c2C)no1 | 99.0 | 95.8 | 94.5 | 98.7 | 93.7 | -0.4 | -3.8 | 16.2
COC(=O)[C@H](Cc1ccccc1)NC(=O)NCCc1ccc(S(N)(=O)=O)cc1 | 96.0 | 104.8 | 92.3 | 98.8 | 103.4 | -0.3 | -10.1 | 9.2
CCOc1ccc(NC(=O)CC)cc1 | 110.3 | 102.5 | 96.2 | 95.6 | 96.5 | 2.7 | 6.2 | -2.7
O=C(O)CSCNC(=O)C12CC3CC(CC(C3)C1)C2 | 102.2 | 101.9 | 102.8 | 98.5 | 104.8 | -1.6 | -5.9 | 4.1
CC1CC1C(=O)N(C)CC(=O)Nc1ccccc1Br (configuration not stated) | 97.1 | 96.9 | 92.4 | 97.4 | 97.0 | 2.7 | 9.6 | 2.9
O=C(NCCN1CCOCC1)c1cccc(S(=O)(=O)Nc2ccc(F)cc2)c1 | 92.7 | 98.6 | 83.5 | 94.0 | 95.8 | -1.5 | 9.5 | -2.0
CCC(=O)N1c2ccc(S(=O)(=O)CCC(=O)N3CCn4c3nc3ccccc34)cc2CC1C (configuration not stated) | 91.4 | 96.5 | 93.6 | 99.1 | 93.3 | 8.4 | -5.7 | -12.2
Cc1noc(C)c1Cc1c(Cl)cccc1Cl | 101.2 | 116.0 | 116.7 | 113.1 | 102.6 | -2.1 | -0.6 | -3.1
Cc1cccc(C(=O)N2CCCCCC2)c1[N+](=O)[O-] | 100.2 | 101.8 | 99.2 | 100.9 | 102.1 | -2.9 | 1.8 | -2.8
COc1ccc(-c2nc3cnccn3c2NC2CCCCC2)cc1-c1cccc(Cl)c1 | 109.7 | 97.2 | 95.8 | 98.1 | 99.7 | 3.9 | -13.6 | 1.8
Cn1cc([N+](=O)[O-])c(C(=O)N(Cc2ccccc2)Cc2ccccc2)n1 | 98.2 | 99.7 | 102.2 | 105.6 | 94.0 | -0.5 | -1.3 | -4.1
Nc1cc(C(F)(F)F)ccc1Nc1ccccc1 | 90.8 | 104.2 | 105.7 | 101.2 | 98.2 | 7.2 | -3.0 | -19.7
CC1CCN(C(=O)CSc2nnc3ccccn23)CC1 | 94.0 | 95.8 | 103.0 | 97.8 | 100.2 | 3.4 | -4.6 | 1.2
COc1ccc(-c2ccc(NCCC3=CCCCC3)nn2)cc1OC | 90.5 | 87.3 | 90.6 | 85.8 | 84.1 | 1.6 | 4.0 | 0.2
Cc1onc(-c2ccccc2)c1C(=O)Nc1ccc(-c2nnc3n2CCCCC3)cc1 | 95.1 | 104.5 | 101.7 | 106.0 | 103.2 | 0.5 | -4.3 | -1.1
COc1ccccc1C(=O)OCC(=O)NC1CCCC1 | 105.4 | 107.3 | 101.1 | 105.0 | 102.2 | 5.0 | -5.2 | -9.8
C/C=C\C(=O)Nc1cccc(C2=NOC3(C2)C[C@@H](C(N)=O)N(C(=O)c2ccc(OC)cc2)C3)c1 (some centres not stated) | 122.3 | 96.7 | 110.3 | 100.5 | 88.8 | -2.4 | 5.6 | 5.6
COc1ccccc1OCCOCCOc1ccc(C)cc1[N+](=O)[O-] | 107.3 | 106.1 | 100.5 | 96.2 | 98.6 | 5.9 | -2.7 | -2.5
CC1CCCC(C)N1C(=O)COC(=O)c1ccc2c(c1)OCO2 (configuration not stated) | 92.0 | 99.3 | 101.4 | 92.4 | 93.4 | -1.5 | -5.9 | 5.3
CN(c1ccccc1)c1nc(N)c([N+](=O)[O-])c(N2CCOCC2)n1 | 98.4 | 99.7 | 108.4 | 101.1 | 102.3 | 5.2 | 3.6 | 6.3
CCCc1cc(=O)[nH]c(SCCOc2ccc(OCC)cc2)n1 | 102.7 | 99.6 | 88.3 | 105.9 | 97.6 | 3.9 | 2.2 | 14.3
O=C(OCc1csc(-c2ccccc2)n1)c1ccccc1O | 94.6 | 100.1 | 94.7 | 98.8 | 97.1 | -1.3 | 1.2 | 6.4
O=C(CCN1CCCCCC1)Nc1ccc2c(c1)OCCO2 | 101.2 | 102.5 | 94.5 | 102.7 | 101.3 | 4.3 | 4.8 | 4.8
O=C(Cn1ccc(NC(=O)OCc2ccccc2)nc1=O)NCCCc1ccccc1 | 98.5 | 96.1 | 95.1 | 95.3 | 98.8 | -3.0 | -2.3 | 10.8
CC(C)Cn1c(=O)c(C(=O)N/N=C/c2cccc(F)c2)c(O)c2ccccc21 | 112.7 | 131.1 | 107.8 | 109.9 | 118.0 | 14.7 | -5.6 | -0.7
CCOCCn1ccc2c(OCC(=O)Nc3ccc(OC)c(OC)c3)cccc2c1=O | 104.9 | 99.8 | 105.2 | 105.7 | 112.1 | 1.1 | 4.5 | 6.0
COc1ccc(C(=O)N2CCCC(C(=O)N3CCCCCC3)C2)cc1 (configuration not stated) | 98.9 | 95.6 | 96.7 | 98.5 | 98.4 | -1.4 | 4.4 | 7.3
O=C1S/C(=C\c2ccc(O)c([N+](=O)[O-])c2)C(=O)N1c1ccccc1Cl | 106.5 | 94.1 | 89.9 | 101.5 | 94.5 | 3.8 | -4.3 | 0.9
O=C(Nc1cccc(S(=O)(=O)C(F)F)c1)c1ccc(S(=O)(=O)N2CCCCC2)cc1 | 94.3 | 95.6 | 103.8 | 93.7 | 98.5 | 0.2 | 2.0 | 1.0
COc1cc(/C=C/C(=O)OCC(=O)NCc2ccco2)ccc1O | 104.1 | 95.9 | 94.6 | 95.3 | 104.4 | 0.9 | 8.2 | 7.0
Cc1cccc(C)c1NC(=O)COC(=O)c1cc(=O)[nH]c2ccccc12 | 98.3 | 95.7 | 94.2 | 98.5 | 98.0 | 6.8 | 9.9 | 2.6
COc1cccc(Cn2cccc(NC(=O)Nc3ccccc3C)c2=O)c1 | 106.9 | 116.4 | 93.5 | 105.2 | 112.0 | 7.2 | 6.2 | 0.1
COc1ccc(N(CC(=O)NCc2ccco2)S(=O)(=O)c2ccc(OC)c(OC)c2)cc1 | 102.5 | 104.5 | 104.0 | 102.3 | 104.2 | -1.8 | 0.6 | 7.9
COc1cccc(-c2nnc(NC(=O)c3cccc(F)c3)o2)c1 | 118.9 | 107.9 | 97.8 | 96.5 | 100.3 | 2.8 | 5.9 | 2.9
Cc1ccc(-c2nnn(CC(=O)N(Cc3ccco3)C(C(=O)NC(C)(C)C)c3cccs3)n2)o1 (configuration not stated) | 92.7 | 92.5 | 96.9 | 95.7 | 95.1 | 0.0 | -2.0 | 9.6
